Screens: PubChem BioAssay, Sanford-Burnham Center for Chemical Genomics
A3A deaminase: blocks human APOBEC3A ssDNA deamination; P31941; recombinant A3A, FAM/TAMRA ssDNA deamination fluorescence; inhibition, % at 20 µM; 330,000 compounds, 0.41% hits; AID 493011;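 active = at least 40% inhibition at 20 µM here, with at most 30% in a related deaminase screen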;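 note: plate controls were A3A with DMSO for no effect and wells lacking A3A enzyme for full effect; some results filed as inactive read as strong as hits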
Target sequence (P31941 whole entry, looked up): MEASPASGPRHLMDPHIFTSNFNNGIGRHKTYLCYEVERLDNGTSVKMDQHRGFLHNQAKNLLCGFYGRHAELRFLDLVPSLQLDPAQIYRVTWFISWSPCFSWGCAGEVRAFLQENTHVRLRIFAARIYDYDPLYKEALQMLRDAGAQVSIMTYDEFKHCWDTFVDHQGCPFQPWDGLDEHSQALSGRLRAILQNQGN
mIAP block: blocks mouse intestinal alkaline phosphatase | inhibition, % at 10 µM | AID 2806 | purified mouse IAP, CDP-Star luminescence, 30 min | 330,000 compounds, 0.2% hits;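 active = inhibition of at least 40% at 10 µM in the primary screen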;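 note: plate controls were DMSO with enzyme for no effect and no enzyme wells for full effect; values of inactives mirror those of a sister screen read the other way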
HKDC1 inh: inhibitors of human hexokinase HKDC1 | recombinant HKDC1, G6PDH/diaphorase resazurin coupled fluorescence | inhibition, % at 20 µM | 340,000 compounds, 0.16% hits | AID 493160;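 active = inhibition above about 35% when tested at 20 µM, limit read from the data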;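 note: plate controls were DMSO wells with enzyme for no effect and DMSO wells lacking enzyme for full effect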
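Material – in-house recombinant HK5 (HKDC1) enzyme · Quantity – HKDC1 at 5 µg/mL · Buffer or medium – pH 8.0 Tris buffer with 10 mM MgCl2 · Reagent – glucose with 1 mM ATP · Dosing – single 20 µM dose · Times – reaction time 90 min, room temperature, protected from light · Technique – resorufin fluorescence at 613 nm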
mIAP activ: mouse IAP activation; muIAP, CDP-Star luminescence, 30 min; stronger effect = higher value; 1 = vehicle-only enzyme signal, 0 = enzyme-free wells; activation factor at 10 µM; 330,000 compounds, 0.24% hits;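 active = activation factor of at least 2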; note: the source names both 10 and 20 µM as test concentration; values of inactives mirror those of a sister screen read the other way
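System: Mouse IAP enzyme | Also added: CDP-Star substrate | Dosing: Compounds dispensed in DMSO | Schedule: 30 min enzyme-substrate-compound incubation at room temperature | Technique: Chemiluminescence readout | Control set: DMSO-only wells and no-enzyme negative control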
PfGluPho inh: PfG6PD (Plasmodium falciparum) enzyme inhibition | PfGluPho enzyme, NADPH resazurin-diaphorase fluorescence | inhibition, % at 20 µM | 350,000 compounds, 0.78% hits;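 active = inhibition reaching at least a set limit at 20 µM in the primary screen, cut at about 59% in these data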;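 note: 0% = DMSO wells with substrate and 100% = DMSO wells lacking glucose-6-phosphate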
ATG4B inh: blocks human ATG4B protease cleavage of LC3 substrate | Q9Y4P1 | ATG4B cleavage of LC3-PLA2, NBD-HPC fluorescence, 1 h | inhibition, % at 8.33 µM | 340,000 compounds, 0.51% hits | AID 504462; in the data active = inhibition above about 40%
Target sequence (Q9Y4P1 whole entry, looked up): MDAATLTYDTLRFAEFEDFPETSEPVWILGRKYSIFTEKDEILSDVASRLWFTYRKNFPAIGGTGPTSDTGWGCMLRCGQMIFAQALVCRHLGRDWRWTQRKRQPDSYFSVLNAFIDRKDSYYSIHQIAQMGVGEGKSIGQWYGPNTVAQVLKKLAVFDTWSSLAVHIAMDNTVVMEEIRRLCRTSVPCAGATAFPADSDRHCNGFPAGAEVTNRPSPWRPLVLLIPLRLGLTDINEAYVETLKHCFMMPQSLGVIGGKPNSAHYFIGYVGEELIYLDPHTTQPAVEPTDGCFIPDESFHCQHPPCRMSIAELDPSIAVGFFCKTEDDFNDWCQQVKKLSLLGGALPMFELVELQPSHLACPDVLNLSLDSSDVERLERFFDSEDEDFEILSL
hIAP block: human IAP inhibition | inhibition, % at 10 µM | P09923 | purified IAP, CDP-Star luminescence, 30 min | 330,000 compounds, 0.12% hits;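 active = inhibition reaching a set limit with compound at 10 µM in the primary screen, cut at about 35% in these data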;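 note: plate controls were DMSO wells with enzyme for no effect and no-enzyme buffer wells for full effect; values of inactives mirror those of a sister screen read the other way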
hIAP activ: increases human intestinal alkaline phosphatase activity; P09923; purified human IAP, CDP-Star luminescence, 30 min; stronger effect = higher value; 1 = vehicle-only enzyme, 0 = enzyme-free background; activation factor at 10 µM; 330,000 compounds, 0.16% hits;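 active = activation factor of the enzyme at least 2-fold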; note: the source names both 10 and 20 µM as test concentration; values of inactives mirror those of a sister screen read the other way
The depositor's hits bear a star; x = no result given. Outcome played no part in choosing rows. Share with any hit: about 2.4%.

SMILES	A3A deaminase	mIAP block	HKDC1 inh	mIAP activ	PfGluPho inh	ATG4B inh	hIAP block	hIAP activ
CCOC(=O)CC(=O)CSc1nc2ccc(C)cc2cc1C#N	2	14	6	0.86	23	-17	22	0.78
Cc1oc(-c2ccc(Cl)cc2)nc1CN1CCCC(C(=O)NCCCN2CCCC2=O)C1 (stereo not given)	2	9	0	0.91	-11	3	10	0.9
CN(C)S(=O)(=O)c1cccc(COC(=O)c2ccc(Cl)cc2O)c1	-2	-15	2	1.2	4	1	-2	1
CCOC(=O)c1cccc(NC(=O)Cn2nc(C)n3cccc3c2=O)c1	2	2	-4	0.98	5	-6	33	0.67
O=C(COc1nncc2ccccc12)Nc1ccc(Br)cc1F	-4	-10	-4	1.1	-2	2	-14	1.1
O=C(c1cc(-c2ccc(Cl)s2)nc2ccccc12)N1CCCC1	1	3	1	0.97	-3	-2	-4	1
COc1cc(OC)c(C2=NOC(C(=O)NCCc3ccccc3)C2)cc1Cl (stereo not given)	14	6	6	0.94	-4	0	2	0.98
COc1ccc(S(=O)(=O)N2CCN(CC(=O)N3c4ccccc4CC3C)CC2)cc1OC (stereo not given)	-1	4	-4	0.96	12	0	15	0.85
Nc1nnnn1/N=C/c1cc(Cl)ccc1O	-5	0	3	1	-3	-6	-14	1.1
Cc1ccc2nc(-c3ccncc3)cc(C(=O)N3CCOCC3)c2c1	-2	-6	3	1.1	-7	4	-9	1.1
COC(=O)c1cccc(-n2c(CCC(=O)O)ccc2-c2cccs2)c1	13	-9	-5	1.1	-16	-2	0	1
Nc1cc(S(=O)(=O)Nc2ccc(Cl)cc2)ccc1N1CCOCC1	2	1	-1	0.99	54	-6	-12	1.1
O=C(NCc1ccc(Cl)cc1)c1cnccn1	4	0	2	1	-13	0	-17	1.2
CN(C)/C(=N\S(=O)(=O)c1ccccc1)c1ccc([N+](=O)[O-])cc1	-2	4	-6	0.96	-14	-2	5	0.95
CCC(=O)NC(NC(=S)Nc1ccccc1Br)C(Cl)(Cl)Cl (stereo not given)	15	9	-5	0.91	1	-13	10	0.9
Cc1cnc(NC(=O)c2ccc(OCC3CCCO3)cc2)s1 (stereo not given)	0	5	-7	0.95	9	-3	19	0.81
CCOc1ccc(-n2nnc3c(=O)n(CC(=O)N4CCCc5ccccc54)cnc32)cc1	-5	8	0	0.92	-13	4	10	0.9
C=CCN1C(=O)/C(=C/C(=O)OC)S/C1=N\NC(=O)c1ccccc1	-4	0	5	1	8	-7	-1	1
OCC1(CCc2ccccc2)CCN(Cc2cnc(N3CCCC3)s2)CC1	-2	-4	-5	1	-2	-33	0	1
NC(=O)c1cc(NC(=O)c2ccc(NS(=O)(=O)c3cccs3)cc2)cc(C(N)=O)c1	-2	-20	-6	1.2	-3	-11	-5	1.1
CC1=C(C(=O)OC(C)(C)C)C(c2ccco2)C(C#N)=C(N)O1 (stereo not given)	-2	-11	-1	1.1	-17	-8	-18	1.2
O=C(Cc1cc(C(=O)O)c2ccccc2n1)Nc1ccccc1	1	-7	-3	1.1	-10	15	-2	1
CCN(CC)C1CC(=O)N(c2cccc(C)c2)C1=O (stereo not given)	-3	2	x	0.98	x	x	2	0.98
Cc1cc(NC(=O)CSc2nnc(C3COc4ccccc4O3)n2N)no1 (stereo not given)	3	6	-9	0.94	22	-5	13	0.87
CS(=O)(=O)Nc1ccc2c(c1)ncn2CCc1ccccc1	-2	-2	-1	1	2	3	10	0.9
Other entries:
SMILES	A3A deaminase	mIAP block	HKDC1 inh	mIAP activ	PfGluPho inh	ATG4B inh	hIAP block	hIAP activ
Cn1cccc1C(=O)C(=O)Nc1ccccc1C(F)(F)F	-1	-10	-11	1.1	7	6	12	0.88
COC(=O)CSc1nnc(-c2cccs2)n1-c1ccc(Cl)cc1	0	6	-1	0.94	-18	5	6	0.94
O=c1c2ccccc2nc2c3ccccc3cnn12	0	6	-2	0.94	-8	0	14	0.86
COc1ccc(-c2cc(C(F)F)n3ncc(C(=O)Nc4cnn(Cc5ccccc5)c4)c3n2)cc1	-4	-3	x	1	x	x	-18	1.2
COc1cccc(N2C(=O)CC(N3CCC(C(N)=O)(N4CCCCC4)CC3)C2=O)c1 (stereo not given)	2	0	-7	1	10	-7	-6	1.1
O=C(NCCNS(=O)(=O)c1ccccc1)N1CCOCC1	-4	1	-7	0.99	-10	-4	-10	1.1
C=CC[N@@+]12CC[C@]34c5ccccc5N5/C=C6\C7N(/C=C(\C53)[C@@H](C[C@@H]41)/C(=C/CO)C2)c1ccccc1[C@@]71CC[N@@+]2(CC=C)C/C(=C\CO)[C@@H]6C[C@@H]12 (stereo not given in full)	3	-17	0	1.2	18	0	-11	1.1
CCOC(=O)C(=O)Nc1ccccc1C(=O)NC(C)C	-1	7	-10	0.93	-6	0	0	1
COc1ccc(C2c3c(ncn(CCN4CCOCC4)c3=N)Oc3ccc4ccccc4c32)cc1 (stereo not given)	-4	-21	-15	1.2	-16	-12	-3	1
Cc1ccc(/C=C/C(=O)O)cc1S(=O)(=O)N(C)CCO	-2	-13	3	1.1	-8	9	-3	1
O=C(c1cnn(C(=O)c2cccc(S(=O)(=O)N3CCOCC3)c2)c1)c1ccccc1O	-3	-3	-6	1	8	-1	-5	1
Cc1cccc2cc(/C=C3\N=C(c4ccccc4)OC3=O)c(N3CCOCC3)nc12	-4	6	7	0.94	26	-4	11	0.89
Cc1cc(C)cc(NC(=O)N2CCN(S(C)(=O)=O)CC2)c1	1	-5	-11	1	7	-9	3	0.97
CCCCC(=O)NNC(=S)NC(=O)c1ccc(C)cc1	-4	12	-10	0.88	17	9	-45	1.4
O=C(O)/C=C\C(=O)Nc1ccccc1N1CCN(c2ccccc2)CC1	-3	-1	-5	1	-1	-2	4	0.96
CSc1ccc(CN2CCCN(C)CC2)cc1	3	1	7	0.99	-17	10	-24	1.2
COc1ccc(CNC(=O)CN(Cc2ccc(OC)cc2)C(=O)c2csnn2)cc1	0	-11	-9	1.1	25	0	7	0.93
COc1ccc(-c2csc3ncnc(N4CCN(S(=O)(=O)c5cccc(Br)c5)CC4)c23)cc1	0	3	8	0.97	10	3	8	0.92
O=c1cc(N2CCN(c3ccccc3)CC2)[nH]c(=O)n1-c1ccccc1Cl	-1	2	-9	0.98	4	14	27	0.73
Cc1ccc(CNC(=O)c2nnn(-c3cccc(C)c3)c2N)cc1	0	-8	1	1.1	3	-2	-9	1.1
CC(NC(=O)Nc1cccc(Cl)c1)C(c1cccs1)N1CCCC1 (stereo not given)	-2	-51	-2	1.5	2	-12	11	0.89
O=C(Nc1cccc2ccccc12)/C(=C/c1cccc([N+](=O)[O-])c1)NC(=O)c1cccs1	-2	8	3	0.92	-10	-10	-11	1.1
CCc1nnc(NC(=O)C2=CCN(S(=O)(=O)c3ccc(F)cc3)CC2)s1	-1	-2	0	1	2	-6	-6	1.1
COc1ccc(-c2csc(Cc3nnc4n3CCCCC4)n2)cc1OC	-3	-2	-5	1	9	-10	1	0.99
COc1ccccc1N(CN1CCCC1=O)C(=O)COc1ccccc1	-2	2	-3	0.98	-9	-6	-3	1
Remaining list, next part.
SMILES	A3A deaminase	mIAP block	HKDC1 inh	mIAP activ	PfGluPho inh	ATG4B inh	hIAP block	hIAP activ
CC(C)Sc1nsc2nc(=O)c(/C=C3\C=Nc4ccccc43)c(N)n12	4	17	2	0.83	-18	22	-5	1.1
COc1ccc2nc(C)cc(N/N=C/c3ccccc3)c2c1	2	11	3	0.89	22	-16	15	0.85
O=C(CNC(=O)c1ccc(Br)o1)OCC(=O)c1cccc([N+](=O)[O-])c1	5	8	-8	0.93	-12	-8	8	0.92
COc1ccc2cc(C(=O)C3CCCN(C(=O)c4ccnn4C)C3)ccc2c1 (stereo not given)	-3	0	2	1	6	-11	17	0.83
COc1ccc(C2c3ccc(O)cc3Oc3ncn(CCCO)c(=N)c32)cc1OC (stereo not given)	2	-6	-3	1.1	-7	1	8	0.92
Cc1ccc(S(=O)(=O)NCCS(=O)(=O)N2CCN(c3ccccc3)CC2)cc1	-4	-3	-5	1	-2	-5	-12	1.1

Exported bar-delimited: 17 of the compounds above.
compound | A3A deaminase | mIAP block | HKDC1 inh | mIAP activ | PfGluPho inh | ATG4B inh | hIAP block | hIAP activ
Cc1cc(C)cc(NC(=O)N2CCN(S(C)(=O)=O)CC2)c1 | 1 | -5 | -11 | 1 | 7 | -9 | 3 | 0.97
CCCCC(=O)NNC(=S)NC(=O)c1ccc(C)cc1 | -4 | 12 | -10 | 0.88 | 17 | 9 | -45 | 1.4
O=C(O)/C=C\C(=O)Nc1ccccc1N1CCN(c2ccccc2)CC1 | -3 | -1 | -5 | 1 | -1 | -2 | 4 | 0.96
CSc1ccc(CN2CCCN(C)CC2)cc1 | 3 | 1 | 7 | 0.99 | -17 | 10 | -24 | 1.2
COc1ccc(CNC(=O)CN(Cc2ccc(OC)cc2)C(=O)c2csnn2)cc1 | 0 | -11 | -9 | 1.1 | 25 | 0 | 7 | 0.93
COc1ccc(-c2csc3ncnc(N4CCN(S(=O)(=O)c5cccc(Br)c5)CC4)c23)cc1 | 0 | 3 | 8 | 0.97 | 10 | 3 | 8 | 0.92
O=c1cc(N2CCN(c3ccccc3)CC2)[nH]c(=O)n1-c1ccccc1Cl | -1 | 2 | -9 | 0.98 | 4 | 14 | 27 | 0.73
Cc1ccc(CNC(=O)c2nnn(-c3cccc(C)c3)c2N)cc1 | 0 | -8 | 1 | 1.1 | 3 | -2 | -9 | 1.1
CC(NC(=O)Nc1cccc(Cl)c1)C(c1cccs1)N1CCCC1 (stereo not given) | -2 | -51 | -2 | 1.5 | 2 | -12 | 11 | 0.89
O=C(Nc1cccc2ccccc12)/C(=C/c1cccc([N+](=O)[O-])c1)NC(=O)c1cccs1 | -2 | 8 | 3 | 0.92 | -10 | -10 | -11 | 1.1
CCc1nnc(NC(=O)C2=CCN(S(=O)(=O)c3ccc(F)cc3)CC2)s1 | -1 | -2 | 0 | 1 | 2 | -6 | -6 | 1.1
COc1ccc(-c2csc(Cc3nnc4n3CCCCC4)n2)cc1OC | -3 | -2 | -5 | 1 | 9 | -10 | 1 | 0.99
COc1ccccc1N(CN1CCCC1=O)C(=O)COc1ccccc1 | -2 | 2 | -3 | 0.98 | -9 | -6 | -3 | 1
CC(C)Sc1nsc2nc(=O)c(/C=C3\C=Nc4ccccc43)c(N)n12 | 4 | 17 | 2 | 0.83 | -18 | 22 | -5 | 1.1
COc1ccc2nc(C)cc(N/N=C/c3ccccc3)c2c1 | 2 | 11 | 3 | 0.89 | 22 | -16 | 15 | 0.85
O=C(CNC(=O)c1ccc(Br)o1)OCC(=O)c1cccc([N+](=O)[O-])c1 | 5 | 8 | -8 | 0.93 | -12 | -8 | 8 | 0.92
COc1ccc2cc(C(=O)C3CCCN(C(=O)c4ccnn4C)C3)ccc2c1 (stereo not given) | -3 | 0 | 2 | 1 | 6 | -11 | 17 | 0.83
